PrPC surface inh = inhibitors of human cell surface prion protein PrPC, primary screen, cell-based, TR-FRET. 370,000 tested, 0.43% active. inhibition, % at 13.8 µM. Major prion protein (Homo sapiens), P04156. TR-FRET read-out; in the data active = inhibition above about 24%; note: 0% = median of the test wells and 100% = reference compound wells
BoNT A protease = BoNT/A light chain protease inhibitors, primary screen, biochemical, flow cytometry, MLPCN library; Botulinum neurotoxin type A light chain protease (Clostridium botulinum A str. ATCC 3502); multiplex microsphere protease substrate cleavage; inhibition, % at 10 µM; 360,000 tested, 0.17% active; AID 588499, 2011; note: plate controls were buffer without enzyme for full effect and enzyme alone for no effect
BoNT F protease = BoNT/F light chain protease inhibitors, primary screen, biochemical, flow cytometry, MLPCN library. Botulinum neurotoxin type F light chain protease (Clostridium botulinum). Multiplex microsphere protease cleavage assay. inhibition, % at 10 µM. 360,000 tested, 0.22% active; in the data active = inhibition above about 35%, passing the limit was not always enough; inconclusive = no clear call, values can overlap the other calls; note: plate controls were buffer without enzyme for full effect and enzyme alone for no effect
Anthrax LF prot = Bacillus anthracis LF protease inhibitors, primary screen, biochemical, multiplex microsphere, MLPCN library. multiplex microsphere protease cleavage assay. Lethal factor (Bacillus anthracis), P15917. 360,000 tested, 0.12% active. AID 588501, 2011. inhibition, % at 10 µM; note: plate controls were buffer without enzyme for full effect and enzyme alone for no effect
TcdB GH inh = TcdB glycohydrolase inhibitors, primary screen, biochemical, single point, plate reader; 350,000 tested, 0.24% active; TcdB glycohydrolase enzymatic assay; inhibition, % at 9.99 µM; Toxin B (Clostridioides difficile), P18177; AID 652162, 2013; in the data active = inhibition above about 10%
CCHFV vOTU inh = CCHFV vOTU protease inhibitors, primary screen, biochemical, Pep-AMC substrate, fluorescence; Crimean-Congo hemorrhagic fever virus L polyprotein viral ovarian tumor (vOTU) protease …; inhibition, % at 11.5 µM; 370,000 tested, 0.55% active; AID 651958, 2012; in the data active = inhibition above about 30%; note: 0% = vehicle wells with enzyme and 100% = no enzyme wells
PfHsp40 yeast = rescue of yeast from PfHsp40 toxicity, primary screen, S. cerevisiae, ATP luminescence | S. cerevisiae expressing PfHsp40, growth rescue | growth rescue, % at 12.5 µM | 340,000 tested, 0.68% active; in the data active = growth rescue above about 28%, passing the limit was not always enough; inconclusive = no clear call, values can overlap the other calls;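 note: yeast W303a lacking pdr1 and pdr3 grown in galactose medium; growth measured after three days at 30 °C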
Y pestis TopoI = Yersinia pestis topoisomerase I inhibitors, primary screen, biochemical, cleavage product accumulation, plate reader, single point; DNA topoisomerase I (Yersinia pestis CO92); Y. pestis Topo-I cleavage product accumulation; activity, % at 10 µM; 360,000 tested, 0.064% active; AID 504884, 2011; in the data active = activity above about 50%, passing the limit was not always enough; inconclusive = no clear call, values can overlap the other calls; note: inactives centre near 2
FadD28 binding = inhibitors of FadD28 bisubstrate probe binding, primary screen, biochemical, fluorescence polarization, single point; Mycobacterium tuberculosis FadD28 fatty-acid-AMP ligase; inhibition, % at 12.5 µM; 360,000 tested, 0.22% active; AID 588549, 2011; in the data active = inhibition above about 8.5%, passing the limit was not always enough; inconclusive = no clear call, values can overlap the other calls
Active calls of the source: *; u = inconclusive; x = not tested or not shown. Cut-off read from the data, not from the text of the source, unless noted: active = inhibition above about 30%; inconclusive = no clear call, values can overlap the other calls; inactive = below that.

structure	BoNT F protease	TcdB GH inh	Y pestis TopoI	Anthrax LF prot	CCHFV vOTU inh	PfHsp40 yeast	PrPC surface inh	FadD28 binding	BoNT A protease
CN1C(C(=O)NCC2CC2)CC2Cn3c(nc4ccccc43)C21 (stereo not given)	-12.6	0.5	-0.4	-7.3	12.0	-0.9	8.9	-7.3	-0.6
Cc1ccc(C(=O)N2CCCC(c3ccccc3)=N2)cc1	-0.4	1.6	5.0	1.2	0.9	0.2	2.0	0.2	-0.7
CN(C)CCCN(Cc1cc2cc3c(cc2[nH]c1=O)OCO3)C(=S)Nc1cccc(Cl)c1	5.7	0.8	-0.9	1.7	-29.8	0.1	-2.4	-5.2	0.6
COC(=O)N/N=C(\C)c1ccc(OC(F)F)cc1OC(F)F	-3.7	x	9.8	-0.9	4.8	0.1	2.9	0.3	0.5
C=C(C)c1cccc(C(C)(C)NC(=O)NNC(=O)c2ccccc2O)c1	-10.1	0.6	18.9	14.9	-5.0	2.9	1.5	2.4	0.5
CCn1c(SCc2nc3cc(OC)c(OC)cc3c(=O)[nH]2)nc2ccccc21	-2.0	0.6	6.1	-2.9	-33.9	-1.5	8.1	0.2	-0.2
O=C(Nc1ccc2c(c1)CCC2)c1cnn2c1NC(c1ccco1)CC2C(F)(F)F (stereo not given)	-3.0	x	-4.6	0.1	0.9	u	3.0	-2.5	0.2
CCOC(=O)c1c(NC(=O)CN2C(=O)C(=O)N(CC(C)C)C2=O)sc(C)c1CC	5.1	1.0	17.3	3.2	5.5	x	3.2	-1.2	-6.0
O=C(NCc1ccco1)c1ccc(S(=O)(=O)N2CCOCC2)cc1	-5.3	x	-6.4	-5.0	-2.4	-1.8	1.6	-3.0	1.8
COc1ccc(C(=O)NC(=C(Cl)Cl)S(=O)(=O)c2ccc(C)cc2)cc1	2.7	1.2	14.6	0.8	14.0	1.0	-0.5	-7.8	1.0
O=C(O)C(=O)Nc1ccc(NC(=O)C(c2ccccc2)c2ccccc2)cc1	2.2	1.1	-6.5	5.8	-7.3	-0.7	0.1	-2.8	-1.7
COc1ccc(S(=O)(=O)N2CCCCC2)cc1NC(=O)CSc1nccn1C	-4.1	1.1	-11.8	-0.8	-2.4	0.4	6.4	-3.2	-0.2
Cc1ccc(S(=O)(=O)N2CCC(C(=O)N3CCc4ccccc43)CC2)cc1C	26.5	1.5	7.5	-0.2	-5.7	0.3	7.7	-1.0	8.3
CCC/C(C(=O)NCCO)=C1/c2ccccc2C(=O)N1c1ccccc1	4.1	0.6	-0.6	1.5	2.9	-1.3	-4.4	-1.1	-0.1
Cc1ccnc(N2C(=O)c3ccccc3C2O)c1 (stereo not given)	-2.4	8.5	-3.2	-9.6	-0.9	-2.8	5.5	-1.3	-0.7
COc1ccccc1C(=O)C1CCCN(C(=O)c2ccc3c(c2)OCCO3)C1 (stereo not given)	5.6	-1.2	-3.9	-4.1	7.7	-1.3	0.3	-0.1	-0.6

Entries of single compounds, quoted from the list. Order of screens: BoNT F protease, TcdB GH inh, Y pestis TopoI, Anthrax LF prot, CCHFV vOTU inh, PfHsp40 yeast, PrPC surface inh, FadD28 binding, BoNT A protease
COc1ccccc1C(=O)C1CCCN(C(=O)c2ccc3c(c2)OCCO3)C1 (stereo not given) across the screens: 5.6, -1.2, -3.9, -4.1, 7.7, -1.3, 0.3, -0.1, -0.6
CCC/C(C(=O)NCCO)=C1/c2ccccc2C(=O)N1c1ccccc1 across the screens: 4.1, 0.6, -0.6, 1.5, 2.9, -1.3, -4.4, -1.1, -0.1
Cc1ccc(S(=O)(=O)N2CCC(C(=O)N3CCc4ccccc43)CC2)cc1C across the screens: 26.5, 1.5, 7.5, -0.2, -5.7, 0.3, 7.7, -1.0, 8.3

(next part)
structure	BoNT F protease	TcdB GH inh	Y pestis TopoI	Anthrax LF prot	CCHFV vOTU inh	PfHsp40 yeast	PrPC surface inh	FadD28 binding	BoNT A protease
CCN1CCN(C(=O)c2cc(=O)c3cc(C)ccc3o2)CC1	6.2	1.0	11.3	-0.3	3.1	-2.3	-8.2	-0.1	0.2
COC(=O)C(CC(=O)O)NCc1ccco1 (stereo not given)	6.7	0.3	2.2	-2.5	-9.2	0.0	-3.5	-4.0	0.2
COc1ccccc1C(c1nnnn1C(C)(C)C)N1CCN(C(=O)c2ccco2)CC1 (stereo not given)	-19.0	x	10.4	2.1	-1.9	0.7	3.4	-2.7	0.5
Clc1ccc(Br)cc1-c1nc(-c2ccncc2)no1	5.1	x	1.0	1.9	-7.3	0.3	-0.1	0.7	0.2
O=S(=O)(Cc1ccccc1)N1CCC(c2nc(-c3cccs3)no2)CC1	7.9	0.0	3.2	-5.6	x	2.1	x	-2.4	u
CSc1ccccc1OCc1cc(C(=O)N(C)Cc2ccc(C)o2)no1	-13.4	0.2	18.5	-1.6	15.1	6.4	0.1	-1.5	-6.2
C/C(=N\NC(=O)CCc1c[nH]c2ccccc12)c1cccc([N+](=O)[O-])c1	-9.0	x	2.2	-1.1	-1.6	-1.0	-4.0	1.9	-0.2
O=C(COc1ncnc2scc(-c3ccc(F)cc3)c12)NCc1ccco1	2.6	x	2.2	-0.5	3.8	0.0	2.0	-2.3	0.0
Cn1c(N)c(C(=O)COC(=O)CSc2cccc3cccc(Cl)c23)c(=O)n(C)c1=O	-5.6	0.9	-6.7	-5.3	-5.0	1.2	-14.3	-0.6	-0.7
COc1ccc(NC(=O)c2ccc(Cl)c(S(=O)(=O)N3CCc4ccccc4C3)c2)cn1	-2.8	x	22.8	-22.2	9.4	-0.3	19.4	-9.8	1.9
CCOC(=O)C1(CCOc2ccccc2)CCN(Cc2ccc3nonc3c2)CC1	-2.1	-0.7	9.4	-6.1	0.1	1.3	9.7	-1.5	-0.2
O=C(COC(=O)c1cc([N+](=O)[O-])ccc1Cl)NC1CCCC1	2.9	1.7	-0.3	6.6	-14.7	-1.1	-13.9	x	-2.4
COc1ccc(C(CNC(=O)c2ccc(-c3ccccc3Cl)o2)N2CCOCC2)cc1 (stereo not given)	0.4	-0.6	16.0	1.8	-2.8	-0.5	-4.8	-7.2	0.1
CCc1nnc(NC(=O)CCC(=O)N2CCN(Cc3ccccc3)CC2)s1	15.4	x	-5.5	1.5	-5.4	-0.8	-7.5	-3.3	0.7
OCCC1CN(CC2CCCCC2)CCN1CC1CCCCC1 (stereo not given)	-13.8	1.6	4.7	3.1	19.0	0.8	6.0	-0.6	-0.8
CN1c2ccccc2C(=O)C(=C2SCCCS2)S1(=O)=O	u	3.0	10.6	-25.5	8.8	6.2	5.2	-3.6	u
CSc1ccc(OCC(=O)Nc2ccc(N3CCOCC3)c(Cl)c2)cc1	4.0	0.1	14.5	-1.5	-1.4	-1.5	1.2	0.3	-0.2
CCCCCc1c(-c2ccc(Br)cc2)ncn1CCc1ccccc1OC	-12.3	-8.0	x	-0.2	24.9	x	20.2	x	0.2
COc1cc(Cl)c(C)cc1NC(=O)COC(=O)c1cnc(C)cn1	1.2	x	-2.2	-2.2	-11.0	-0.9	-3.5	-0.9	0.2
CCCCNC(=O)C1(C)CCCCN1C(=O)c1ccno1 (stereo not given)	5.0	0.4	-5.6	-1.9	0.5	x	-1.5	-3.5	-0.1
Cc1ccccc1CC(=O)N1CCCc2ccccc21	8.4	0.2	5.5	-8.9	6.1	0.5	1.3	0.8	0.3
CC(C)COC(=O)N(C)c1ccc(C(O)(C(F)(F)F)C(F)(F)F)cc1	-1.5	x	8.5	3.0	22.3	1.8	12.6	-5.5	1.0
O=C(Cn1c(C(=O)N2CCN(C3CCCCC3)CC2)cc2sccc21)c1ccccc1	2.9	x	30.0	1.4	3.6	-1.2	-11.8	-2.4	1.4
CC1CCCCN1C(=O)C1CCN(c2nc(-c3ccccc3)nc3c2CCC3)CC1 (stereo not given)	2.0	2.8	6.1	-0.3	-1.1	-1.7	-0.7	-2.8	0.3
COc1ccc(CN(C)CC(=O)Nc2ccccc2-c2ccccc2)c(OC)c1	-6.5	2.6	35.1	-4.8	-4.3	0.3	3.8	-3.3	-0.4
O=C1CCCc2nc(NCc3ccco3)ncc21	0.6	x	0.1	-2.6	2.9	1.9	-1.7	-0.5	-0.9
CCOC(=O)CCCC(=O)N1CCOCCOCCOCC1	x	0.1	2.4	x	2.5	-1.0	1.2	-1.9	x
COc1cc2ccccc2cc1C(=O)NC(=S)Nc1nnn(C)n1	-5.9	x	-7.0	-0.6	-2.1	-1.3	-1.6	1.2	-0.2
c1ccc2c(c1)N1CCN=C1N2CCN1CCCCC1	u	x	-6.4	-3.9	-1.2	0.2	-2.3	-2.0	2.4
Cc1cc(C)c(NC(=O)C2CC3CCC2C3)c(C)c1 (stereo not given)	1.1	x	4.6	21.5	x	-0.4	x	-0.6	1.9
COc1ccc(N2C(=O)C(Cc3ccccc3)NC2=S)cc1 (stereo not given)	4.5	0.9	3.8	-4.3	-8.3	0.7	-3.4	-2.7	1.0
N#Cc1ccc(/C=N/NC(=O)c2ccccc2F)cc1	-2.7	-0.4	1.5	-1.8	1.1	-0.1	-1.7	-0.6	0.0
COc1ccc(OC)c2c(C)cc(N3CCN(C(=O)c4ccc(C)cc4)CC3)nc12	-3.9	0.1	13.3	-0.6	-0.5	1.0	-0.1	-1.2	-0.5
CC1CCCCN1C(=O)CSc1nnc(-c2cccs2)o1 (stereo not given)	6.1	8.3	9.2	-3.0	-8.2	-0.2	2.8	-2.3	-4.0
C=CCN(C(=O)c1ccc2c(c1)nnn2C)c1ccccc1	-0.1	-0.2	3.8	-1.4	7.3	0.7	-1.6	-2.4	-1.0
COc1cc(OC)c2c(=O)cc(-c3cccnc3)oc2c1	0.6	0.7	9.0	-7.3	2.9	-0.9	-6.4	-0.5	2.4
COc1ccc(C2C(C#N)=C(N)Oc3n[nH]c(C)c32)cc1CN1CCN(c2ccc(F)cc2)CC1 (stereo not given)	0.7	x	13.1	-2.5	1.2	-0.1	-4.1	-0.9	-0.7
CCN(CC)c1ccc(C2CC(=O)Nc3cc(OC)c(OC)cc32)cc1 (stereo not given)	u	x	1.4	1.0	3.6	-0.8	1.2	0.6	0.1
Cc1cccc(NC(=O)c2ccccc2Br)n1	-6.8	0.6	3.3	-0.7	-3.3	-0.5	5.3	-0.3	-0.2
CCOc1ccccc1-c1nc(-c2cc3ccc(C)cc3[nH]c2=O)no1	4.6	x	8.7	0.5	-4.9	1.4	0.9	-1.4	1.5
COC(=O)c1ccc(CN2CCC(n3nccc3NC(=O)C3CC3)CC2)cc1	10.0	-1.0	-8.0	2.2	-13.8	0.5	-4.2	-3.4	-1.4
COc1cccc(CNC(=O)C2CCN(S(=O)(=O)c3ccc4c(c3)OCCO4)CC2)c1	2.0	0.1	10.9	-4.0	-7.4	-0.1	-2.5	-4.3	-0.8
COc1ccc(CCNC(=O)c2cccnc2SC)cc1	0.9	0.0	1.1	-4.2	-6.4	-2.7	-2.0	-4.4	-0.6
Cc1ccc(S(=O)(=O)n2ccc(=O)[nH]2)cc1	-1.3	-0.5	-1.2	-2.9	7.6	-0.5	0.3	-0.9	-0.5

Compound activity: PubChem, several laboratories
